High-throughput results from PubChem.
Lipid storage S3 – qHTS Assay for Lipid Storage Modulators in Drosophila S3 Cells; Potency in µM for hits, for the others lipid storage change, negative = inhibition, % at the top dose, mostly 46.1 µM; Drosophila S3 cells, BODIPY lipid droplet fluorescence, 18-24 h; cells fed with added oleic acid; 320,000 tested, 0.64% active; AID 2685, 2010; active means well fitted inhibition curve with a large enough effect in the signal ratio, with a control signal flat, not every such curve was filed as active; inconclusive means small, poorly fitted or top-dose-only effect, or effect the other way, or a change in a side signal; the % refers to the signal ratio
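Drosophila S3 cells loaded with oleic acid (400 uM, as added) and compounds at several concentrations; lipid droplets imaged by 488-nm laser-scanning cytometry, 500–530 nm intensity and object ratio to cell channel. Percent activity normalized to 20 uM Triacsin C.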
Lipid storage S3 cell count max – further read-out of Lipid storage S3, marked with its call; cell number change, %; measured here: cell count max response;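 cells counted by Cell Tracker Red CMTPX staining in the red channel; peak over a dose series mostly up to 46.1 µM; percent activity relative to internal control wells on each plate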
* hit, by the source's call; i = inactive; ? = inconclusive; nt = no result given; [ ] = remark or other dose. On the % scale 0 is the no-effect control and ±100 the full control effect; potency means the concentration at half of the fitted maximal effect.

1) COC(=O)C1=C(C)Nc2ncnn2C1c1ccc(OC(=O)c2ccccc2)cc1 (stereo unspecified)
2) NC(=S)N/N=C1/CCSc2ccc3ccccc3c21
3) O=C(Nc1ccc2nn(-c3ccccc3)nc2c1)c1ccco1
4) C=CCc1ccccc1OCC(=O)N/N=C/c1ccc(OC(C)=O)cc1OC(C)=O
5) C/C(Cl)=C/Cc1c(C)[nH]c2c(ccc3ccccc32)c1=O
6) C=CCC(NCCCO)c1cccc(OC)c1OC (stereo unspecified)

assay / entry,1,2,3,4,5,6
Lipid storage S3,?,?,?,?,?,?
Lipid storage S3 cell count max,nt,nt,nt,nt,nt,nt

The closing 3 compounds of the section before lead into the next:
4) C=CCc1ccccc1OCC(=O)N/N=C/c1ccc(OC(C)=O)cc1OC(C)=O
5) C/C(Cl)=C/Cc1c(C)[nH]c2c(ccc3ccccc32)c1=O
6) C=CCC(NCCCO)c1cccc(OC)c1OC (stereo unspecified)
7) Cc1nc2ncnn2c(C)c1CCC(=O)N1CCOCC1
8) CC(=O)N1c2ccc(S(=O)(=O)NCC3CCC(C(=O)NC4CCCCC4)CC3)cc2CC1C (stereo unspecified)
9) O=C(Oc1ccc(C(=S)N2CCOCC2)cc1)c1cccc(Cl)c1
10) COCc1cc(Sc2ccc(Cl)cc2)nc(-c2ccccc2)n1
11) O=C1NC(NS(=O)(=O)c2ccc(Cl)cc2)(C(F)(F)F)C(=O)N1CCc1ccccc1 (stereo unspecified)
12) Cc1ccccc1-n1ncc2c1CC(C)(C)CC2NC(=O)CCC1=NNC(=O)CC1 (stereo unspecified)

assay / entry,4,5,6,7,8,9,10,11,12
Lipid storage S3,?,?,?,-11%,i,?,?,?,?
Lipid storage S3 cell count max,nt,nt,nt,0,5,nt,nt,nt,nt

13) COP1(=O)C[C@@H](O)[C@@H](O)[C@@H](COCc2ccccc2)O1 (stereo partly specified)
14) COc1ccc(CC(=O)N/N=C(\C)c2cccnc2)cc1OC
15) O=C(N[C@@H](c1ccccc1)[C@@H]1C[C@H]1C(=O)O)OCc1ccccc1
16) Fc1cc(F)c(F)c(SCn2cc(Br)cn2)c1F
17) CN(CC(=O)NCc1ccccn1)S(=O)(=O)c1ccc(F)cc1
18) COc1ccc(OCCN(C)Cc2c(O)ccc3ccccc23)cc1

assay / entry,13,14,15,16,17,18
Lipid storage S3,?,2%,?,i,?,i
Lipid storage S3 cell count max,nt,8,nt,nt,nt,-21

19) Cc1cc(C)c(C)c(S(=O)(=O)N2CCN(C(=O)c3cc(=O)[nH]c4ccccc34)CC2)c1C
20) COc1ccc(OC)c(CCNC(=O)CCn2nc(C)c3c(C)n(-c4ccccc4)nc3c2=O)c1
21) O=C(NCc1ccccc1)c1cnc(-c2ccccn2)nc1C(F)(F)F
22) O=C(O)c1ccccc1SCc1ccc2c(c1)OCO2
23) CCC(=O)Nc1nc2c(s1)COc1ccccc1-2
24) COc1ccc(NC(=O)CN(C)S(=O)(=O)c2ccc3c(c2)CCCN3C(C)=O)cc1

assay / entry,19,20,21,22,23,24
Lipid storage S3,?,?,?,?,?,?
Lipid storage S3 cell count max,nt,nt,nt,nt,nt,nt

25) CN1/C(=C\P(=O)(N(C)C)N(C)C)C(C)(C)c2ccccc21
26) O=C(N/C(=C/c1ccc(F)cc1)C(=O)N1CCOCC1)c1ccccc1
27) COc1cc(Cl)c(C)cc1NC(=O)CN1CCN(C(=O)C2CC2)CC1
28) Cc1ccc(S(=O)(=O)CCC(=O)Nc2nc3c(s2)CCCC3)cc1
29) CCCOc1ccc(Cl)cc1/C=C1/C(=O)ON=C1C
30) COc1ccc(NC(=O)c2cc(S(=O)(=O)N3CCCC3)cn2C)cc1Cl

assay / entry,25,26,27,28,29,30
Lipid storage S3,?,?,?,-7%,?,?
Lipid storage S3 cell count max,nt,nt,nt,nt,nt,nt

31) CCN(CC)CC(C)(C)COC(=O)c1oc2ccccc2c1C
32) COc1ccc(NC(=O)CN2CCN(c3ccccc3C)CC2)cc1
33) Cc1nn(Cc2ccc(Cl)cc2)c(C)c1NC(=O)CCCn1nc(C)c([N+](=O)[O-])c1C
34) COc1ccc(CCNC(=O)COC(=O)c2ccc(OC)cc2OC)cc1
35) Cc1c(Nc2ncnc3c2cnn3-c2ccccc2)c(=O)n(-c2ccccc2)n1C
36) O=C(CN1CCN(CC(=O)Nc2cccc(F)c2)CC1)NCC1(N2CCOCC2)CCCCC1

assay / entry,31,32,33,34,35,36
Lipid storage S3,?,20%,2.3µM*,?,12%,28%
Lipid storage S3 cell count max,nt,4,3.3*,nt,11,-9

37) CC1(C)Oc2cc(N)c([N+](=O)[O-])cc2O1
38) Nc1nc2ccc(C(=O)NC3CCCCC3)cc2s1
39) COc1ccc(/C=C(\NC(=O)c2ccco2)C(=O)N2CCOCC2)cc1
40) Cc1cc(NC(=O)c2ccccc2Cl)c(C(C)C)cc1O
41) COc1cccc(C(=O)N(Cc2ccccc2)Cc2cc3cc4c(cc3[nH]c2=O)OCCO4)c1
42) O=C(NC(=S)Nn1cnnc1)c1ccccc1

assay / entry,37,38,39,40,41,42
Lipid storage S3,-2%,?,?,?,?,?
Lipid storage S3 cell count max,-4,nt,nt,nt,nt,nt

43) Cc1nc2sc3c(c2c(=O)o1)CC(C)(C)OC3
44) O=C(c1ccc(=O)[nH]c1)N(Cc1cccs1)C1(C(=O)NC2CCCC2)CCCCC1
45) C=CCNC(=S)NNC(=O)c1ccc(C)c(Cl)c1
46) COc1ccc(CNC(=O)COC(=O)c2c(C)nn(-c3ccccc3)c2C)cc1OC
47) COc1ccc(N(CC(=O)NCCc2ccc(OC)c(OC)c2)S(=O)(=O)c2c(C)noc2C)cc1
48) Cc1ccc(C(=O)N(CCCN(C)C)c2nc3ccc(Cl)cc3s2)cc1C

assay / entry,43,44,45,46,47,48
Lipid storage S3,?,-1%,11%,?,?,3%
Lipid storage S3 cell count max,nt,0,-2,nt,nt,-10

The closing 4 entries of the part above come first, to join the parts:
45) C=CCNC(=S)NNC(=O)c1ccc(C)c(Cl)c1
46) COc1ccc(CNC(=O)COC(=O)c2c(C)nn(-c3ccccc3)c2C)cc1OC
47) COc1ccc(N(CC(=O)NCCc2ccc(OC)c(OC)c2)S(=O)(=O)c2c(C)noc2C)cc1
48) Cc1ccc(C(=O)N(CCCN(C)C)c2nc3ccc(Cl)cc3s2)cc1C
49) CCOC(=O)Cc1c(C)c2c(C)nn(-c3ccccc3)c2oc1=O
50) O=C(CN1C(=O)NC2(CCCC2)C1=O)Nc1cccc(Cl)c1Cl
51) O=C(N=c1ccn(-c2nc3ccccc3nc2NS(=O)(=O)c2ccc(Cl)cc2)cc1)c1cccs1
52) COc1ccc(-n2c(C)cc(C(=O)COc3ccc(C)nc3[N+](=O)[O-])c2C)cc1
53) COc1ccccc1C(=O)N/C(=C/c1ccccc1)C(=O)Nc1ccc(C(=O)O)cc1
54) N#Cc1c(-c2ccc(F)cc2)nc2n(c1=O)CCS2

assay / entry,45,46,47,48,49,50,51,52,53,54
Lipid storage S3,11%,?,?,3%,?,i,17%,-16%,3%,i
Lipid storage S3 cell count max,-2,nt,nt,-10,nt,-15,10,-4,11,nt

55) O=c1cc(CSc2nnc(Nc3ccccc3)s2)nc2sccn12
56) Cn1c(=O)cc(OCCCC(=O)N2CCN(c3ccccn3)CC2)c2ccccc21
57) O=C1C=C(Nc2ccc(O)cc2)CC(c2ccco2)C1 (stereo unspecified)
58) COc1ccc(N2CCN(C(=O)c3ccc(CS(=O)(=O)c4ccc(Br)cc4)o3)CC2)cc1
59) CCCn1c(=O)c2c(ncn2C)n(CCC)c1=O
60) COc1ccc(N2C(=O)C(Cl)=C(N(CCO)Cc3ccccc3)C2=O)cc1

assay / entry,55,56,57,58,59,60
Lipid storage S3,?,?,-2%,?,8%,?
Lipid storage S3 cell count max,nt,nt,-5,nt,14,nt

61) O=C(CC1OC(=O)c2ccccc21)Nc1ccc(Cl)c(S(=O)(=O)N2CCCCC2)c1 (stereo unspecified)
62) C=CCn1c(SCC(=O)Nc2cccc(S(=O)(=O)N(C)c3ccccc3)c2)nnc1C1CC1
63) CCCCNC(=O)COC(=O)c1ccc(F)cc1Cl
64) CC(C)(C)c1ccc(S(=O)(=O)N2CCN(CC(=O)N3CC(=O)Nc4ccccc43)CC2)cc1
65) Cc1ccc(C)c(S(=O)(=O)Nc2ccc3sc(C)nc3c2)c1
66) COc1ccccc1CNC(=O)c1cccnc1

assay / entry,61,62,63,64,65,66
Lipid storage S3,?,?,?,?,?,?
Lipid storage S3 cell count max,nt,nt,nt,nt,nt,nt

67) O=C(COc1cccc2c1CCNC2=O)Nc1ccc(Cl)cc1
68) CC(C)CN(C(=O)c1ccc(S(=O)(=O)N2CCOCC2)cc1)C1CCS(=O)(=O)C1 (stereo unspecified)
69) COc1ccc(C(=O)Nc2ccc3nc(N4CCN(C)CC4)cc(C)c3c2)c(OC)c1
70) COc1cc(SC)ccc1C(=O)Nc1ccc(S(=O)(=O)N2CCCC2)cc1
71) Cc1nc2ccccc2c(=O)n1NC(=O)c1c(F)cccc1F
72) COc1ccc(S(=O)(=O)NC2CC2)cc1-n1cnnn1

assay / entry,67,68,69,70,71,72
Lipid storage S3,i,-18%[0.0737 µM],?,?,4%,16%
Lipid storage S3 cell count max,2,nt,nt,nt,14,-9

73) COc1ccccc1NC(=O)COc1ccc(/C=N/NC(=O)c2cccnc2)cc1
74) COc1ccc(-c2cc3nc(C4CCN(C(=O)OC(C)(C)C)CC4)c(C(=O)O)cn3n2)cc1
75) COc1ccc(S(=O)(=O)N(CC(=O)NCCCN(C)C)c2ccc(C)cc2)cc1OC
76) Cc1cc(NC(=O)CSc2cn(C)c3ccccc23)no1
77) Cc1cc(C)n2nc(S(=O)(=O)NC(C)(C)C)nc2n1
78) CCOc1ccc(N2C(=O)CC(NCCNc3ccc([N+](=O)[O-])cn3)C2=O)cc1 (stereo unspecified)

assay / entry,73,74,75,76,77,78
Lipid storage S3,?,?,?,?,-9%,2%
Lipid storage S3 cell count max,nt,nt,nt,nt,-20,7

79) Cc1ccc2[nH]c(CNC(=O)c3ccc(F)cc3)cc2c1
80) c1ccc(CNc2ncnc3c2cnn3-c2ccccc2)cc1
81) CC(C)Sc1nc2ccccc2n1CC(=O)O
82) Nc1nc(CSc2nc3ccccc3s2)nc(N2CCCCC2)n1
83) C=C(C)COc1ccc2c(C)c(C)c(=O)oc2c1OCC(=C)C
84) COc1ccc(/C=C2/SC(=S)N(CCCC(=O)Nc3cccc(O)c3)C2=O)cc1

assay / entry,79,80,81,82,83,84
Lipid storage S3,?,?,?,?,17%,?
Lipid storage S3 cell count max,nt,nt,nt,nt,-15,nt

85) S=c1nccc(-c2ccc(Cl)cc2)[nH]1
86) Brc1ccccc1OCCOCCOc1cccc2cccnc12
87) O=C(Nc1ccc2c(c1)nc1n2CCCCC1)c1cc(S(=O)(=O)N2CCOCC2)ccc1Cl
88) CC1(C(=O)NC2CCCC2)CCC(=O)N1Cc1ccc2c(c1)OCO2 (stereo unspecified)
89) CCOC(=O)C1CCN(C(=O)Cn2cnc3sc(C)c(S(=O)(=O)N4CCCCC4)c3c2=O)CC1
90) Cc1[nH]n(-c2ccc(Cl)cc2)c(=O)c1C=NC12CN3CN(CN(C3)C1)C2

assay / entry,85,86,87,88,89,90
Lipid storage S3,?,?,?,?,?,?
Lipid storage S3 cell count max,nt,nt,nt,nt,nt,nt

2 entries from above in another layout:
#89 CCOC(=O)C1CCN(C(=O)Cn2cnc3sc(C)c(S(=O)(=O)N4CCCCC4)c3c2=O)CC1
- Lipid storage S3 = ?
- Lipid storage S3 cell count max = nt

#90 Cc1[nH]n(-c2ccc(Cl)cc2)c(=O)c1C=NC12CN3CN(CN(C3)C1)C2
- Lipid storage S3 = ?
- Lipid storage S3 cell count max = nt

Next section:
91) CCC(=O)Oc1ccc(C(=O)Nc2ccc3c(c2)OCO3)cc1
92) COc1ccccc1NC(=O)CCCN1C(=O)C(c2ccccc2)Oc2cccnc21 (stereo unspecified)
93) C=CCN(c1ccccc1)S(=O)(=O)c1ccc2[nH]cc(C(=O)NCCOC)c(=O)c2c1
94) Cc1ccc(Oc2ncnc3sccc23)cc1
95) Cc1cccc(OCCC(=O)OCC(=O)N2CCc3ccccc32)c1
96) Cc1ccc(NC(=S)Nc2cccc(S(=O)(=O)Nc3c(C)n(C)n(-c4ccccc4)c3=O)c2)cc1
97) Cc1cc([N+](=O)[O-])nn1CC(=O)N1CCOCC1
98) COc1ccc(NC(=S)Nc2ccc3nsnc3c2)cc1

assay / entry,91,92,93,94,95,96,97,98
Lipid storage S3,?,i,14%,?,1%,?,?,?
Lipid storage S3 cell count max,nt,-28,-15,nt,16,nt,nt,nt

Not all compounds are listed; the hit share may differ from the screen's.
